# CCHFV vOTU inh: blocks the CCHF virus ovarian tumor domain protease. CCHFV vOTU protease, Pep-AMC fluorescence. inhibition, % at 11.5 µM. actives 0.55% (n = 370,000). AID 651958; in the data active = inhibition above about 30%; note: 0% = vehicle wells with enzyme and 100% = no enzyme wells
# BH1578 lux ind: inducers of Vibrio cholerae quorum light production without autoinducers | V. cholerae BH1578 lux reporter, luminescence, 6 h | activation, % at 18.7 µM | actives 0.16% (n = 350,000); in the data active = activation mostly above about 9.7%, no sharp cut-off; inconclusive = no clear call, values can overlap the other calls; inactive = mostly below about 3.7%; note: not every result past the cut was called active; inactives centre near 0; reference of the scale not given here
# BoNT A protease: blocks Botulinum neurotoxin A light chain protease. multiplex microsphere protease substrate cleavage, flow cytometry. inhibition, % at 10 µM. actives 0.17% (n = 360,000). AID 588499; note: plate controls were buffer without enzyme for full effect and enzyme alone for no effect
# VHR inh abs: DUSP3 (human) phosphatase inhibition; recombinant VHR phosphatase, pNPP absorbance; inhibition, % at 13.3 µM; actives 0.52% (n = 290,000); in the data active = inhibition above about 50%; note: some compounds called inactive have numbers as strong as hits
# Anthrax LF inh2: anthrax lethal factor protease inhibition; inhibition, % at 10 µM; multiplex microsphere protease cleavage assay, LF; actives 0.12% (n = 360,000); P15917; AID 588501; note: plate controls were buffer without enzyme for full effect and enzyme alone for no effect
# TcdB inh: blocks C. difficile toxin B glycohydrolase activity. inhibition, % at 9.99 µM. TcdB glycohydrolase enzymatic assay, plate reader. P18177. AID 652162. actives 0.24% (n = 350,000); in the data active = inhibition above about 10%
# Target sequence (P18177 whole entry, looked up): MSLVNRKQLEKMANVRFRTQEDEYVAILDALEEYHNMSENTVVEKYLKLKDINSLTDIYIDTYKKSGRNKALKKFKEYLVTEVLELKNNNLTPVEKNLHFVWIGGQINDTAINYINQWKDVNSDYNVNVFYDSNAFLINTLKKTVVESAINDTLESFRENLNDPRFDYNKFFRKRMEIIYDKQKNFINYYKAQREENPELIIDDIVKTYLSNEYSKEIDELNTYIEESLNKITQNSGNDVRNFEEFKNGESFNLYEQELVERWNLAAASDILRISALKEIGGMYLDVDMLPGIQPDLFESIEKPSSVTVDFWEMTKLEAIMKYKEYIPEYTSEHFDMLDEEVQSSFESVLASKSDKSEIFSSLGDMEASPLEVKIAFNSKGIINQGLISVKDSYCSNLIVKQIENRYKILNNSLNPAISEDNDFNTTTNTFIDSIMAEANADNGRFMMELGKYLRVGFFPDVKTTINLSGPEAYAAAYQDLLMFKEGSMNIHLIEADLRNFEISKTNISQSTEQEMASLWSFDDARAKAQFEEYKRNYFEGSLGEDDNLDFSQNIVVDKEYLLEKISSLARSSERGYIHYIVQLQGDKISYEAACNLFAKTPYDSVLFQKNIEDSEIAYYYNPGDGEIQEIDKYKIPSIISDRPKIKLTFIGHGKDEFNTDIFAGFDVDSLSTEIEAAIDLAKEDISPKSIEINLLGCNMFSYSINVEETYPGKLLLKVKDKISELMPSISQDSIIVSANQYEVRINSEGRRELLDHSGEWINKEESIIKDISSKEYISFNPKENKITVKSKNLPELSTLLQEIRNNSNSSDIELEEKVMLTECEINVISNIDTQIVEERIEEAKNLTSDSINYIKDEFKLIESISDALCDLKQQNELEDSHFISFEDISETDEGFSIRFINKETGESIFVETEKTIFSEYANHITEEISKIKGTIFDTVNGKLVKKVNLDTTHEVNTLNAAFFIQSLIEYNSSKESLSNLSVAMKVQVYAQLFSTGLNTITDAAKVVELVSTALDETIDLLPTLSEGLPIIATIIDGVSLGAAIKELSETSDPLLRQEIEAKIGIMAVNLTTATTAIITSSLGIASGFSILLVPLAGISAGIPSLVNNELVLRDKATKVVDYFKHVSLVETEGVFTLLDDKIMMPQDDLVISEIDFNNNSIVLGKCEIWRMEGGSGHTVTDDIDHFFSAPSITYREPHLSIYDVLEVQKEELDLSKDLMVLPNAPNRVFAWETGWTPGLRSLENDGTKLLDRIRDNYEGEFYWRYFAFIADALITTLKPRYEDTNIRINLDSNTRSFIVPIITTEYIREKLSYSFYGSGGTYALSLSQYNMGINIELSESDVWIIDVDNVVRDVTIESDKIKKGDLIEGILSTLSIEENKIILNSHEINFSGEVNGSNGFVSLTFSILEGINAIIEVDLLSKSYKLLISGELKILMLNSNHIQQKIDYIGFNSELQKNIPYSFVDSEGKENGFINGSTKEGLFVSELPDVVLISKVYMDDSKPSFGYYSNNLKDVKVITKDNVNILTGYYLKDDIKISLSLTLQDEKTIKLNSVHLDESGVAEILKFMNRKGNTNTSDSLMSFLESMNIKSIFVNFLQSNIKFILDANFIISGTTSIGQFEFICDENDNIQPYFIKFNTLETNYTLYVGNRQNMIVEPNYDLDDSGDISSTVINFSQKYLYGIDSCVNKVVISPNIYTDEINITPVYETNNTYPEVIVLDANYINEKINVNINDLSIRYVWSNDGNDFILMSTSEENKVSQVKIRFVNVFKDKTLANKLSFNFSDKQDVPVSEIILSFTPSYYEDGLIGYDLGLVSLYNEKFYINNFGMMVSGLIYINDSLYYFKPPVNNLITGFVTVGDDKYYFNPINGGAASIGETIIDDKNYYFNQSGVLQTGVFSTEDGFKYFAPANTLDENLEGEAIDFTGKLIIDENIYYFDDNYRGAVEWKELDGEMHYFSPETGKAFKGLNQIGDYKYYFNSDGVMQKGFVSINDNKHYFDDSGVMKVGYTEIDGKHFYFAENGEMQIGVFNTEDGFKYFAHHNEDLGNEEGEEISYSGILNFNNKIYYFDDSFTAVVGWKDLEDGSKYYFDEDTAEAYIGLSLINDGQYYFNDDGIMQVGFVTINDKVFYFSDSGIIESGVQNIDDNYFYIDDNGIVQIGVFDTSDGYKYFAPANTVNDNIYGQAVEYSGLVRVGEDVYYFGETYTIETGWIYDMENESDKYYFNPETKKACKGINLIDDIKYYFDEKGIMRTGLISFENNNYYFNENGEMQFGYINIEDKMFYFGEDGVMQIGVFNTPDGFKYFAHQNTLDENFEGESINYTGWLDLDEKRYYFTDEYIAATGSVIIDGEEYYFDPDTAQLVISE
# SSB-PriA inh: inhibitors of Klebsiella pneumoniae PriA binding to SSB C-terminal tail; AlphaScreen SSBct-PriA binding, biotinylated peptide; inhibition, % at 33 µM; actives 0.6% (n = 430,000); AID 1272365; in the data active = inhibition mostly above about 37%, no sharp cut-off; inactive = mostly below about 20%;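 note: plate controls were negative control peptide for no effect and reference peptide for full effect; strong numbers were not always called active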
# 3CLpro inhibitor: SARS-CoV 3CLpro protease inhibition. P0C6X7. recombinant SARS-CoV 3CLpro, quenched FRET peptide cleavage. inhibition, % at 6 µM. actives 0.14% (n = 290,000); in the data active = inhibition above about 12%
# PfHsp40 rescue: rescue of PfHsp40-mediated yeast toxicity. actives 0.68% (n = 340,000). S. cerevisiae expressing PfHsp40, growth rescue, ATP luminescence. growth rescue, % at 12.5 µM; in the data active = growth rescue above about 28%, passing the limit was not always enough; inconclusive = no clear call, values can overlap the other calls;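 note: yeast W303a lacking pdr1 and pdr3 grown in galactose medium; growth measured after three days at 30 °C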
# Yp Topo-I inh: Y. pestis Topo-I inhibition via cleavage products; Y. pestis Topo-I cleavage product accumulation, plate reader; activity, % at 10 µM; actives 0.064% (n = 360,000); AID 504884; in the data active = activity above about 50%, passing the limit was not always enough; inconclusive = no clear call, values can overlap the other calls; note: inactives centre near 2
# Active calls of the source: *; i = inactive; u = inconclusive; x = no result given; & = joins results of further samples. Cut-off read from the data, not from the text of the source, unless noted: active = inhibition above about 30%; inconclusive = no clear call, values can overlap the other calls; inactive = below that.
SMILES,CCHFV vOTU inh,BH1578 lux ind,BoNT A protease,VHR inh abs,Anthrax LF inh2,TcdB inh,SSB-PriA inh,3CLpro inhibitor,PfHsp40 rescue,Yp Topo-I inh
COc1ccc(NC(=O)COC(=O)/C=C/c2ccc(OC)c(S(=O)(=O)N3CCOCC3)c2)cc1,-19,-0.3,1.1,-1,1,x,-5,-3,-0.9,10
Cc1ccc(S(=O)(=O)N2CCN(C(=O)COC(=O)c3ccc(C(C)(C)C)cc3)CC2)c(C)c1,-10,-0.5,-1.2,-12,0,0.7,1,9,4.2,44
Cc1cc2nc(-c3ccc[nH]c3=O)n(Cc3ccccc3F)c2cc1C,11,i,-1.1,3,0,-0.5,-16,-2,0.9,15
O=C(COC(=O)c1ccccc1OCc1ccccc1Cl)NCC1CCCO1 (configuration not stated),-3,-0.2,0.0,x,-1,-0.3,-5,x,1.2,21
CC(C)[C@H](NC(=O)c1cccc(CN(Cc2ccccc2)C(=O)/C=C/c2ccccc2)c1)C(=O)O,6,-0.8,-4.3,x,0,-2.9,6,x,0.2,-2
Cc1nn(Cc2ccc(Cl)c(Cl)c2)c(C)c1NC(=O)c1noc2c1CCCCC2,-7,-0.2,u,-2,0,x,-19,4,2.1,5
CCN(CC(=O)NCc1ccco1)S(=O)(=O)c1ccc(F)cc1,-6,i,-0.1,12,-5,-0.4,-3,-7,0.3,5
N=c1oc2ccc(Br)cc2cc1C(=O)NC1CCCCCC1,-3,i,12,5,5,0.3,-12,4,-0.2,-2
Cc1cccc(C(C)C)c1NC(=O)c1ccc(COc2ccc3c(C)cc(=O)oc3c2)cc1,6,1.3,0.2,-2,2,1.4,-7,-5,0.4,-2
COCCN(CCOC)C(=O)C1CCN(c2ccc(S(=O)(=O)N3CCOCC3)cc2[N+](=O)[O-])CC1,-6,0.1,u,x,u,1.6,-1,x,1.7,13
CCOc1ccc(OCC(=O)Nc2ccccc2N2CCCC2)cc1,3,i,x,x,x,1.4,12,x,6.4,41
S=C(Nc1ccccc1Cl)N(CCN1CCCCC1)Cc1ccco1,1,-0.2,0.1,-7,-2,x,14,1,3.3,10
Cc1cc(NC(=O)CN2CCc3ccccc3C2)nc2c1c(=O)oc1ccccc12,18,-0.2,-0.2,26,3,0.1,-17,2,2.4,29
Cc1onc(-c2c(Cl)cccc2Cl)c1/C(N)=N/OC(=O)N(C)C,-8,-0.6,0.9,13,1,0.1,x,-1,1.0,0
O=C(Cn1cnc([N+](=O)[O-])c1)NCc1ccc(F)cc1,-7,x,0.1,17,1,x,-13,0,3.6,-1
O=C(O)c1ccc(/C=C/c2nc3ccccc3c(=O)n2-c2ccc(Br)cc2)cc1,4,i,0.8,-3,4,2.3,-1,3,u,1
CN1CCN(c2ccc(NC(=O)CSc3nnnn3-c3ccccc3Cl)cc2)CC1,9,-0.2,2.5,21,2,0.0,-6,-1,-0.9,-13
COc1ccc(OCCSc2nnc(C)n2-c2ccccc2)cc1,5,-0.3,0.5,25,13,x,7,1,-1.1,10
CSCCC(NC(=O)c1cccc(S(=O)(=O)N2CCOCC2)c1)c1nc2ccccc2[nH]1 (configuration not stated),15,i,x,x,x,0.2,4,x,-1.2,4
COc1ccccc1NC(=O)c1ccc2nc(C)sc2c1,3,-0.7,-4.0,-5,2,3.2,-18,3,1.1,-2
CC(C)(C)n1nnnc1C(c1ccccc1)N1CCC2(CC1)C(=O)NCN2c1ccccc1 (configuration not stated),21,x,-0.6,x,-7,-1.0,x,x,x,x
CC(C)N(CCNS(=O)(=O)c1ccc(Cl)cc1)C(C)C,0,-0.4,0.4,7,7,x,-7,-3,9.2,-2
O=c1cc(O)nc(SCc2ccccc2)n1-c1ccccc1,-1&-1,-1.3,-2.2&0.5,27&-4,-4&-6,x,-8,4&2,9.1&4.1,-4&-2
CCOc1ccc(CCNC(=O)COC(=O)CCc2cc(OC)c(OC)c(OC)c2)cc1OCC,13,i,u,x,u,-1.5,-6,x,1.2,22
CCN(CC(=O)NCc1cccs1)C(=O)c1cccc(S(=O)(=O)Nc2ccc(OC)cc2)c1,3,i,0.5,x,-4,1.6,0,x,0.2,-1

# Exported with bars between the fields: entries from further up
Molecule | CCHFV vOTU inh | BH1578 lux ind | BoNT A protease | VHR inh abs | Anthrax LF inh2 | TcdB inh | SSB-PriA inh | 3CLpro inhibitor | PfHsp40 rescue | Yp Topo-I inh
O=c1cc(O)nc(SCc2ccccc2)n1-c1ccccc1 | -1&-1 | -1.3 | -2.2&0.5 | 27&-4 | -4&-6 | x | -8 | 4&2 | 9.1&4.1 | -4&-2
Cc1cc2nc(-c3ccc[nH]c3=O)n(Cc3ccccc3F)c2cc1C | 11 | i | -1.1 | 3 | 0 | -0.5 | -16 | -2 | 0.9 | 15
S=C(Nc1ccccc1Cl)N(CCN1CCCCC1)Cc1ccco1 | 1 | -0.2 | 0.1 | -7 | -2 | x | 14 | 1 | 3.3 | 10
CCN(CC(=O)NCc1cccs1)C(=O)c1cccc(S(=O)(=O)Nc2ccc(OC)cc2)c1 | 3 | i | 0.5 | x | -4 | 1.6 | 0 | x | 0.2 | -1
CCOc1ccc(CCNC(=O)COC(=O)CCc2cc(OC)c(OC)c(OC)c2)cc1OCC | 13 | i | u | x | u | -1.5 | -6 | x | 1.2 | 22

# Further structures.
SMILES,CCHFV vOTU inh,BH1578 lux ind,BoNT A protease,VHR inh abs,Anthrax LF inh2,TcdB inh,SSB-PriA inh,3CLpro inhibitor,PfHsp40 rescue,Yp Topo-I inh
O=C(NCc1ccccc1)C(=O)Nc1nccs1,5,i,0.0,14,-2,1.5,-16,0,-0.2,7
Cc1cccc(Nc2nc(N)nc(CN3CCN(c4ccc(F)cc4)CC3)n2)c1,2,i,0.3,39,8,x,12,3,1.8,-3
C[C@@H]1CN([C@@H](C)CO)C(=O)c2cc(Br)cnc2O[C@H]1CN(C)Cc1cccnc1,-2,-3.1,0.1,x,0,0.3&0.8,x,x,x,4
CC1CCCC(C)N1C(=O)c1cc(-c2ccc3c(c2)OCO3)on1 (configuration not stated),7,-0.4,0.6,-3,-3,0.9,2,4,-0.6,20
O=C(COc1ccc(C2SCCS2)cc1)NNC(=O)C(Cl)Cl,-1,-2.3,x,31,x,-0.4,-8,5,-1.8,-2
COc1ccc(C(C)=O)cc1CN1C(=O)C(C)ON=C1c1ccccn1 (configuration not stated),5,i,-0.9,x,-2,0.7,x,x,x,4
COCCN(C(=O)CSc1ncc(C(F)(F)F)cc1Cl)c1c(N)n(Cc2ccccc2)c(=O)[nH]c1=O,5,i,0.3,14,1,2.0,-3,5,0.2,1
O=C(NCC(=O)N1CCN(C(c2ccccc2)c2ccccc2)CC1)c1ccc(Br)o1,9,-0.4,0.7,23,-1,0.7,-1,1,1.1,-7
CC1(C)NC(=O)N(CC(=O)OCC(=O)Nc2cccc(S(N)(=O)=O)c2)C1=O,-2,-0.2,-0.8,21,0,0.5,-9,0,0.0,-2
Cc1cc(C)cc(N2C(=O)CSC2c2cccs2)c1 (configuration not stated),18,x,0.6,24,-2,x,5,1,-0.5,9
Cc1ccc(-c2cc(C(=O)Nc3cnn(C45CC6CC(CC(C6)C4)C5)c3)no2)cc1,x,-2.7,u,0,-1,0.9,-14,3,0.5,7
CC(C)(C)OC(=O)C[C@@H]1C/C=C\C[C@H](CC(=O)N(CCO)Cc2ccccc2)C(=O)NCCOC1=O,26,i,-0.5,x,2,-1.0,0,x,0.7,12
C/C(=N\NC(=O)c1cc(C(C)C)[nH]n1)c1ccncc1,7,-0.3,-0.2,28,-3,2.8,x,0,-0.6,4
O=C(O)CCCNS(=O)(=O)c1ccc2ccccc2c1,-10,i,0.3,12,-4,x,-4,2,0.6,-6
Cc1ccc(C(=O)NC(=S)Nc2ccc(N3CCOCC3)cc2)cc1C,12,-0.6,-0.2,2,-4,-5.8,19,0,-0.5,29
Cc1occc1C(=O)Nc1nnc(-c2ccncc2)s1,-10,0.9,-0.3,-6,-6,x,-7,5,0.2,-7
CC(C)(C)OC(=O)NCCCCC1=CC2=CC(=O)C(C)(O)C(=O)C2=CO1 (configuration not stated),0,i,1.2,x,-2,1.8,-21,x,-0.9,-1
CCOc1ccc2[nH]cc(C(=O)N3CCN(C4CCCCC4)CC3)c(=O)c2c1,-12,8.3,-0.9,x,-4,x,0,-1,0.1,7
Clc1cncc(Cl)c1N/N=C/c1ccccc1,-5,-0.6,-0.6,-5,0,2.4,i,1,-0.6,-3
Cc1cc(=O)[nH]c(SCC(=O)NCC2CCCO2)n1 (configuration not stated),7,i,0.5,17,4,0.6,-14,2,0.4,-1
Cc1nn(-c2ccccc2)c(Cl)c1/C=N/N1CCN(c2ccccn2)CC1,9,i,-0.6,24,-1,-0.3,x,-4,0.8,0
N#CC1=C(N)Oc2n[nH]c(-c3ccccc3)c2C12C(=O)Nc1ccccc12 (configuration not stated),8,x,-0.3,17,-7,x,-10,3,-0.9,4
O=C(NC(=S)Nc1ccc2oc(-c3ccncc3)nc2c1)c1ccccc1F,-12,-1.7,-1.1,1,-4,0.0,-6,5,-0.2,4
COc1ccccc1-n1cnnc1SCC(=O)Nc1cccnc1Cl,-13,0.6,-2.2,4,0,-1.4,-10,0,-0.3,11
O=C(N/N=C(/CC(=O)c1cccs1)C(F)(F)F)c1ccc(O)cc1,-2,-1.0,-1.1,-14,-1,x,x,2,0.0,-11

# Record cards, from the list above. Values in the order: CCHFV vOTU inh, BH1578 lux ind, BoNT A protease, VHR inh abs, Anthrax LF inh2, TcdB inh, SSB-PriA inh, 3CLpro inhibitor, PfHsp40 rescue, Yp Topo-I inh
# `COc1ccc(C(C)=O)cc1CN1C(=O)C(C)ON=C1c1ccccn1` (configuration not stated) is listed with 5, i, -0.9, x, -2, 0.7, x, x, x, 4
# `O=C(COc1ccc(C2SCCS2)cc1)NNC(=O)C(Cl)Cl` is listed with -1, -2.3, x, 31, x, -0.4, -8, 5, -1.8, -2
# `CCOc1ccc2[nH]cc(C(=O)N3CCN(C4CCCCC4)CC3)c(=O)c2c1` is listed with -12, 8.3, -0.9, x, -4, x, 0, -1, 0.1, 7

# (more compounds)
SMILES,CCHFV vOTU inh,BH1578 lux ind,BoNT A protease,VHR inh abs,Anthrax LF inh2,TcdB inh,SSB-PriA inh,3CLpro inhibitor,PfHsp40 rescue,Yp Topo-I inh
Cc1nn2c3c(cnc2c1-c1ccc(Cl)cc1)C(=O)CC(c1ccco1)C3 (configuration not stated),-3,x,0.8,7,-1,x,-7,x,-0.8,3
Cc1cc(C)c(NC(=O)COc2nc3ccccc3nc2C)c(C)c1,6,-0.1,-0.5,-2,-1,-0.3,4,4,-0.8,0
S=c1[nH]nc(Cc2ccccc2)n1-c1ccc(Cl)cc1,1,-0.4,-2.3,12,-1,0.4,0,-1,0.2,-1
C1CC(CN2CCOCC2)CN(c2nc3nonc3nc2N2CCSCC2)C1 (configuration not stated),2,-3.7,-0.2,9,-2,1.9,-7,-2,-1.0,10
O=C(CN1CCN(S(=O)(=O)c2ccc(Br)s2)CC1)N1CCCCC1,12,i,0.1,x,0,-1.3,-2,x,0.0,-15
O=C1/C(=C/c2cccnc2)SC(=S)N1NS(=O)(=O)c1ccccc1,8,i,-3.5,x,-4,1.5,-4,4,-1.7,-2
COc1ccccc1/C=C/C=N/n1c(-c2ccccn2)n[nH]c1=S,1,i,-3.9,9,-9,1.2,x,5,1.2,-5
CCNC(=O)CSc1nnc(-c2cc(-c3ccc(Cl)cc3)nc3ccccc23)o1,-11,i,-1.1,15,-1,-0.3,-10,0,0.2,-8
CCOc1cc(Cl)c(S(=O)(=O)NCCCN2CCOCC2)cc1Cl,4,-0.3,-2.2,26,-2,1.4,-7,2,-1.5,0
COc1ccc(CC(N)c2csc(NC(=O)c3cccs3)n2)cc1 (configuration not stated),-8,0.1,-0.2,x,5,0.1,x,x,x,-6
C/C(=N\NC(=O)CC1(C)OCCO1)c1cccs1,2,0.0,-0.6,-7,-2,x,x,0,0.2,8

# The list is partial; the hit share may differ from the screen's.
